hIAP inh – blocks human intestinal alkaline phosphatase. hit rate 0.12% among 330,000. AID 2544. purified IAP, CDP-Star luminescence, 30 min. inhibition, % at 10 µM;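 active = inhibition reaching a set limit with compound at 10 µM in the primary screen, cut at about 35% in these data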;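 note: plate controls were DMSO wells with enzyme for no effect and no-enzyme buffer wells for full effect; values of inactives mirror those of a sister screen read the other way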
A3G deaminase – inhibitors of human APOBEC3G DNA deaminase. Q9HC16. recombinant A3G, ssDNA deamination FAM/TAMRA fluorescence. inhibition, % at 20 µM. hit rate 0.28% among 330,000. AID 493012;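 active = inhibition of at least 40% at 20 µM, with no more than 30% in the related APOBEC3A deaminase screen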;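 note: plate controls were DMSO wells with A3G for no effect and wells lacking A3G enzyme for full effect; some compounds called inactive have numbers as strong as hits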
Target sequence (Q9HC16 whole entry, looked up): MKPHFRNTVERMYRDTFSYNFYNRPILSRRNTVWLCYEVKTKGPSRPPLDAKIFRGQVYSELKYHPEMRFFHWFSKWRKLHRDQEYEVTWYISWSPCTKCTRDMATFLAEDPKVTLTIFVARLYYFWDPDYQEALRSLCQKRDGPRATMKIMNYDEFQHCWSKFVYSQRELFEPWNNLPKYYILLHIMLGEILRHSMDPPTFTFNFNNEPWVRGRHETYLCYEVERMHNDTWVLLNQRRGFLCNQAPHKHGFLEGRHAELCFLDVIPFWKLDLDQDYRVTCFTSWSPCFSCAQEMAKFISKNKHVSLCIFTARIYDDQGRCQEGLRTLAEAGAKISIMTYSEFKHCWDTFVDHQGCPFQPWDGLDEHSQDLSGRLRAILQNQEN
NLRP3 yeast inh – blocks the NALP3 inflammasome reconstituted in yeast | Yeast reconstituted NLRP3/ASC/caspase-1, beta-gal luminescence, 24 h | inhibition, % at 10 µM | hit rate 0.39% among 330,000;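 active = inhibition of 50% or more; inactive = inhibition below 50%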;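 note: plate controls were induced DMSO wells for no effect and uninduced yeast grown without galactose for full effect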
tim10-1 inh – growth inhibitors of tim10-1 mutant yeast | inhibition, % at 20 µM | hit rate 2.2% among 330,000 | S. cerevisiae tim10-1 ts strain growth, BacTiter-Glo, 24 h;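 active = inhibition of at least 40%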;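 note: mutant grown at 25 °C; 0% = DMSO wells with yeast and 100% = wells holding no yeast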
mIAP inh – mouse IAP inhibition; purified mouse IAP, CDP-Star luminescence, 30 min; hit rate 0.2% among 330,000; inhibition, % at 10 µM;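 active = inhibition of at least 40% at 10 µM in the primary screen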;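 note: plate controls were DMSO with enzyme for no effect and no enzyme wells for full effect; values of inactives mirror those of a sister screen read the other way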
mIAP act – mouse IAP activation; activation factor at 10 µM; hit rate 0.24% among 330,000; muIAP, CDP-Star luminescence, 30 min; stronger effect = higher value; 1 = vehicle-only enzyme signal, 0 = enzyme-free wells;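 active = activation factor of at least 2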; note: the source names both 10 and 20 µM as test concentration; values of inactives mirror those of a sister screen read the other way
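Assay system: mouse IAP enzyme; Reagent: CDP-Star chemiluminescent phosphatase substrate; Compound: DMSO-dissolved test compounds; Incubation: 30 min, room temperature; Technique: luminescence from enzymatic CDP-Star hydrolysis; Controls: DMSO-only wells and no-enzyme negative control.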
APOBEC3A inh – human APOBEC3A DNA deaminase inhibition; recombinant A3A, FAM/TAMRA ssDNA deamination fluorescence; inhibition, % at 20 µM; hit rate 0.41% among 330,000; AID 493011;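 active = at least 40% inhibition at 20 µM here, with at most 30% in a related deaminase screen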;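 note: plate controls were A3A with DMSO for no effect and wells lacking A3A enzyme for full effect; some results filed as inactive read as strong as hits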
Target sequence (P31941 whole entry, looked up): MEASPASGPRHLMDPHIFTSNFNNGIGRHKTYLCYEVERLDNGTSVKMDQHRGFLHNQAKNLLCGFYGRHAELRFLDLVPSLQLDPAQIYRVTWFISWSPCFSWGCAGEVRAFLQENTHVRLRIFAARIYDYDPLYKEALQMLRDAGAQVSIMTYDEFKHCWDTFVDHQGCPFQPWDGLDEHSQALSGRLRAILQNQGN
MIN6 prolif – MIN6 beta-cell proliferation induction. proliferation, % at 10 µM. hit rate 0.29% among 330,000. MIN6 cells proliferation, ATPlite luminescence, 48 h; cells starved in 0.2% serum; 100% = growth in 10% serum;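 active = compounds whose signal lies at least 3.5 SD above the mean of all wells on their plate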;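 note: 0% = DMSO-treated cells in low-serum medium and 100% = 10% serum control; some compounds called inactive have numbers as strong as hits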
TIM10 inh – growth inhibitors of TIM10 yeast strain; S. cerevisiae TIM10 strain growth, BacTiter-Glo luminescence, 24 h; inhibition, % at 10 µM; hit rate 1.4% among 330,000;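 active = inhibition of 40% or more at the single tested concentration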;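 note: wild-type TIM10 isogenic control strain grown at permissive 25 °C; 0% = DMSO yeast wells and 100% = minimal medium wells without yeast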
* hit, by the source's call.

Codes: A = hIAP inh; B = A3G deaminase; C = NLRP3 yeast inh; D = tim10-1 inh; E = mIAP inh; F = mIAP act; G = APOBEC3A inh; H = MIN6 prolif; I = TIM10 inh
Molecule: O=C(O)c1cccc(-n2cccc2/C=C2/NC(=O)N(c3cccc(Cl)c3)C2=O)c1
  A = 2	B = 42	C = -5	D = -6	E = -1	F = 1	G = 93	H = -1	I = -2

Molecule: CC(C)NC(=O)c1ccc(-n2nc(C(F)(F)F)c3c2CCCC3)cc1
  A = 10	B = -7	C = -22	D = 3	E = -14	F = 1.1	G = -1	H = -1	I = -4

Molecule: CCCn1c(NCc2cc(C)ccc2O)nc2ccccc21
  A = -16	B = -5	C = 37	D = 9	E = -23	F = 1.2	G = -3	H = -4	I = 10

Molecule: Cc1cccc(/C=C\c2nc3ccccc3c(=O)[nH]2)c1
  A = 9	B = -1	C = 43	D = 22	E = 7	F = 0.93	G = -3	H = -4	I = 15

Molecule: Cc1ccccc1C(=O)Nc1cc(-c2cc(C(C)(C)C)oc2C)nn1C
  A = 0	B = -4	C = 4	D = 19	E = 4	F = 0.96	G = -1	H = -3	I = 25

Molecule: CCOC(=O)C1CCCN(C(=O)c2cc3ccccc3oc2=O)C1 (stereo not given)
  A = 0	B = -4	C = -1	D = -7	E = -12	F = 1.1	G = -3	H = 4	I = -6

Molecule: Oc1ccc(-c2cn3ccccc3n2)cc1
  A = 8	B = -4	C = -8	D = 18	E = -19	F = 1.2	G = -1	H = -5	I = 8

Molecule: Cc1ccc(NC(=O)NC(=O)CN2CCN(c3ccc(O)cc3)CC2)c(C)c1
  A = -1	B = 31	C = 13	D = -8	E = -2	F = 1	G = 2	H = -2	I = -2

Molecule: Cc1ccccc1CS(=O)(=O)Cc1ccc(C(=O)NCCc2ccccc2)o1
  A = -84	B = -5	C = 12	D = 31	E = 9	F = 0.91	G = -7	H = -3	I = 2

Molecule: CC1(C)[C@@H](O)CC[C@]2(C)[C@H]3C(=O)C=C4[C@@H]5C[C@@](C)(C(=O)O)CC[C@]5(C)CC[C@@]4(C)[C@]3(C)CC[C@@H]12
  A = -2	B = -2	C = 43	D = -33	E = -7	F = 1.1	G = -1	H = -4	I = -8

Molecule: O=C(Nc1ccc(-c2csc(-c3ccccc3)n2)cc1)c1ccccc1
  A = 8	B = -5	C = 12	D = 5	E = -4	F = 1	G = 1	H = -5	I = 2

Molecule: N#CC1=C(N)NC(SCC(=O)O)=C(C#N)C12CCCC2
  A = 5	B = -7	C = -4	D = -10	E = 4	F = 0.96	G = -5	H = -2	I = 2

Molecule: O=C(CNC(=O)c1ccc(S(=O)(=O)N2CCCCC2)cc1)N/N=C/c1ccco1
  A = -4	B = 0	C = 9	D = 13	E = 6	F = 0.94	G = 3	H = -2	I = -1

Molecule: c1ccc(Cn2nnc3ccccc32)cc1
  A = -6	B = -10	C = -9	D = 4	E = 3	F = 0.97	G = -1	H = -3	I = -14

Molecule: COc1ccc(-c2nc(NC(=O)c3cc(C(C)(C)C)nn3C)sc2C)cc1
  A = 15	B = -9	C = 17	D = 18	E = 16	F = 0.84	G = 0	H = -6	I = 10

Molecule: CC(=O)CSc1ncnc2scc(-c3ccc(F)cc3)c12
  A = 1	B = -7	C = -47	D = 26	E = 6	F = 0.94	G = -4	H = 4	I = 23

Molecule: C=CCOC(=O)CC(NC(=O)c1ccccc1)c1ccccc1 (stereo not given)
  A = 4	B = -9	C = 5	D = 20	E = -1	F = 1	G = -3	H = 2	I = 13

Molecule: Cc1sc(NC(=O)c2ccco2)nc1-c1ccccc1
  A = 4	B = -5	C = 30	D = 35	E = -3	F = 1	G = -2	H = -4	I = 31

Molecule: Cc1noc(C)c1C(=O)NC1CCCc2ccccc21 (stereo not given)
  A = 6	B = -4	C = -2	D = -1	E = 2	F = 0.98	G = -1	H = 0	I = -5

Molecule: CCOc1ccccc1NC(=O)COC(=O)C(CC)c1ccccc1 (stereo not given)
  A = -12	B = 4	C = 21	D = 24	E = -2	F = 1	G = 2	H = -2	I = 3

Sorted by heavy-atom count (lowest first): some entries from above
Codes: A = hIAP inh; B = A3G deaminase; C = NLRP3 yeast inh; D = tim10-1 inh; E = mIAP inh; F = mIAP act; G = APOBEC3A inh; H = MIN6 prolif; I = TIM10 inh
Molecule: Cc1noc(C)c1C(=O)NC1CCCc2ccccc21 (stereo not given)
  A = 6	B = -4	C = -2	D = -1	E = 2	F = 0.98	G = -1	H = 0	I = -5

Molecule: CC(=O)CSc1ncnc2scc(-c3ccc(F)cc3)c12
  A = 1	B = -7	C = -47	D = 26	E = 6	F = 0.94	G = -4	H = 4	I = 23

Molecule: C=CCOC(=O)CC(NC(=O)c1ccccc1)c1ccccc1 (stereo not given)
  A = 4	B = -9	C = 5	D = 20	E = -1	F = 1	G = -3	H = 2	I = 13

Molecule: O=C(Nc1ccc(-c2csc(-c3ccccc3)n2)cc1)c1ccccc1
  A = 8	B = -5	C = 12	D = 5	E = -4	F = 1	G = 1	H = -5	I = 2

Molecule: O=C(CNC(=O)c1ccc(S(=O)(=O)N2CCCCC2)cc1)N/N=C/c1ccco1
  A = -4	B = 0	C = 9	D = 13	E = 6	F = 0.94	G = 3	H = -2	I = -1

Next results follow.
Codes: A = hIAP inh; B = A3G deaminase; C = NLRP3 yeast inh; D = tim10-1 inh; E = mIAP inh; F = mIAP act; G = APOBEC3A inh; H = MIN6 prolif; I = TIM10 inh
Molecule: Cc1cccc(NC(=S)NCCc2ccc(F)cc2)c1C
  A = -8	B = -2	C = 15	D = 21	E = -5	F = 1	G = -4	H = -5	I = 34

Molecule: O=[N+]([O-])c1ccccc1S(=O)(=O)Nc1ccn(Cc2c(F)cccc2Cl)n1
  A = 7	B = -4	C = 8	D = 23	E = 10	F = 0.9	G = -4	H = 2	I = 7

Molecule: C=CCn1c(SCC(=O)Nc2cccc(S(N)(=O)=O)c2)nnc1C1CCCCC1
  A = 17	B = -7	C = 10	D = 1	E = -3	F = 1	G = 1	H = -2	I = 8

Molecule: O=S(=O)(c1cccc(-c2nc3n(n2)Cc2ccccc2-3)c1)N1CCCC1
  A = -1	B = 3	C = -77	D = 37	E = -13	F = 1.1	G = -1	H = -1	I = 28

Molecule: Cc1nc(N2CCC(C)CC2)c2oc3ccccc3c2n1
  A = -5	B = -4	C = 2	D = 49*	E = -3	F = 1	G = 2	H = -4	I = 46*

Molecule: CCN1C(=O)C2(C(C#N)=C(N)Oc3n[nH]c(COC)c32)c2ccccc21 (stereo not given)
  A = 5	B = -3	C = 23	D = -11	E = 2	F = 0.98	G = 0	H = -1	I = -1

Molecule: Cc1ccc(NC(=O)N2CCC(C(=O)NCc3ccccc3)CC2)cc1
  A = 15	B = -2	C = 3	D = 4	E = 0	F = 1	G = -1	H = -3	I = 2

Molecule: CN(C)c1ncc(CN2CCC(CO)(CCCc3ccccc3)CC2)s1
  A = -2	B = -5	C = 70*	D = -19	E = 2	F = 0.97	G = -1	H = 7.3*	I = -8

Ordered by the number under APOBEC3A inh (falling): some entries from above.
canonical_smiles,hIAP inh,A3G deaminase,NLRP3 yeast inh,mIAP inh,mIAP act,APOBEC3A inh
Cc1nc(N2CCC(C)CC2)c2oc3ccccc3c2n1,-5,-4,2,-3,1,2
Cc1ccc(NC(=O)N2CCC(C(=O)NCc3ccccc3)CC2)cc1,15,-2,3,0,1,-1
CCOC(=O)C1CCCN(C(=O)c2cc3ccccc3oc2=O)C1 (stereo not given),0,-4,-1,-12,1.1,-3
